# IEC-6 tox = cytotoxicity in IEC-6 intestinal epithelial cells, primary screen, cytotoxicity control for KLF5 inhibitor project, cell-based, luminescence; IEC-6 cytotoxicity, luminescence viability; inhibition, % at 5 µM; hit rate 0.78% among 290,000; AID 1825, 2009; in the data active = inhibition above about 22%;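 note: 0% = plate median of test compound wells and 100% = cytotoxic reference compound wells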
# aSyn 5UTR inh = MLPCN primary screen, SNCA 5' untranslated region. alpha-synuclein 5'UTR reporter, inhibitor activity. inhibition, % (tested at 7.5 µM). hit rate 0.82% among 300,000; in the data active = inhibition above about 60%; inconclusive = no clear call, values can overlap the other calls;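 note: H4 neuroglioblastoma cells stably carrying SNCA 5'UTR luciferase fusion; 0% = DMSO wells and 100% = positive control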
# KLF5 inh = KLF5 expression inhibitors, primary screen, DLD-1 cells, luminescence; inhibition, % at 5 µM; DLD-1 KLF5 promoter-luciferase reporter; AID 1700, 2009; hit rate 0.23% among 290,000;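 active = inhibition above a per-plate limit of that plate's mean compound inhibition plus 3 SD, cut at about 60% in these data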;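 note: 0% = DMSO wells and 100% = LY294002 at 200 µM; higher means less KLF5 promoter-driven luciferase light; inactives centre near -14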
# HSF1 inhib = HSF1 inhibitors in luciferase reporter cells, primary screen, cell-based, NIH3T3, luminescence | NIH3T3-HGL HSE-luciferase, MG132-induced, luminescence 8 h; active compounds read low | activity change, negative = inhibition, % at 7.5 µM (by protocol) | hit rate 0.77% among 300,000;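 active = more than half of replicate wells show activity change below -50%, luminescence cut by over half; inconclusive = some wells, but at most half, below -50%; inactive = no replicate well below -50%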;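 note: luciferase reports HSF-1 transcriptional activity via heat shock element; 0% = median of DMSO wells and -100% = zero luminescence signal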
# PolyA inhibitor = polyadenylation inhibitors in yeast reporter cells, primary screen, luminescence, S. cerevisiae; S. cerevisiae SKY197-pL101 polyadenylation reporter, beta-gal luminescence; efflux-impaired pdr1/pdr3 knockout yeast; score 100 = 6 SD above DMSO; calls only at 12 µM; hit rate 0.02% among 300,000;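 active = lowest replicate activity score at least 50, where 100 means six control SD above control mean; inconclusive = lowest score under 50 but half or more replicates reach 50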;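 note: yeast exposed to compound for 9 h at 30 °C; higher score means more reporter readthrough which indicates perturbed polyadenylation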
# AI-2 QS mod = Vibrio harveyi AI-2 quorum sensing modulators, primary screen, JMH597 strain, luminescence/OD600 ratio; Vibrio harveyi JMH597 AI-2 luminescence/OD600 ratio, 9 h; active compounds read low; strain lacks LuxN and CqsS sensors; 0 = neutral-control median; activity change, % at 7.5 µM; hit rate 0.4% among 300,000; in the data active = activity change below about -75%, passing the limit was not always enough; inconclusive = no clear call, values can overlap the other calls;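 note: luminescence divided by OD600 gain over 9 h not by final OD600 alone; inactives centre near 13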
# HSF-1 act = HSF-1 activators, primary screen, NIH3T3-HGL cells, MG132 stress, luminescence, single point. NIH3T3-HGL HSF-1 luciferase reporter, 8 h; 100% = twice DMSO control signal. activation, % at 9 µM. hit rate 1.7% among 300,000. AID 504408, 2011;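 active = mean replicate activation of at least 50% with a set share of replicates each reaching 50%; inconclusive = only one of those two conditions met; inactive = mean below 50% and too few replicates reaching it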;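 note: 0% = median of the neutral control wells and 100% = twice that signal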
# GSK3 alpha inh = blockers of GSK3A enzyme activity – biochemical, luminescence, cell-free homogeneous, HTS, primary screen; AID 2650, 2010; hit rate 0.1% among 320,000; GSK-3 alpha kinase, ADP-Glo luminescence, 60 min; inhibition, % at 10 µM; Glycogen synthase kinase-3 alpha (Homo sapiens), P49840;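 in the data active = inhibition above about 50%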;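 note: GST-tagged GSK-3 alpha with peptide substrate and 25 µM ATP; 0% = DMSO neutral wells and 100% = GW8510 positive control wells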
# Target sequence (P49840 whole entry, looked up): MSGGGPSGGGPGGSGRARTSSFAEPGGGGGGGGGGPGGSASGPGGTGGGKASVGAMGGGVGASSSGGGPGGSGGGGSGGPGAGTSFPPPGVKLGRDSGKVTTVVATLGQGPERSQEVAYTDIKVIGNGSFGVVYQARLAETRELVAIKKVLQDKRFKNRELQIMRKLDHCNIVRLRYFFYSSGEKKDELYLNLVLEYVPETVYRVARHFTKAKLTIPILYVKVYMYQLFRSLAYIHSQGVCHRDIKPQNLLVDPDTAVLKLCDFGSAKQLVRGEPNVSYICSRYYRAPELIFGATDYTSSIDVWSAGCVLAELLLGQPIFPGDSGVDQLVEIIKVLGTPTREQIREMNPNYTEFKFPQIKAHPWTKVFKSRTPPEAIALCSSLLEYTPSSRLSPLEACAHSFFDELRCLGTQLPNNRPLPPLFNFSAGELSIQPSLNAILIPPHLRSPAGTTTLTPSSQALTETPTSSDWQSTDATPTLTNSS
# HSP90 refold inh = HSP90 inhibitors, primary screen, cell lysate, luminescence; Rabbit reticulocyte lysate, luciferase refolding luminescence, 3 h; inhibition, % at 5.6 µM; hit rate 0.91% among 290,000;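 active = inhibition above the screen-wide mean plus 3 SD, computed separately per campaign, cut at about 16% in these data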;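 note: 0% = DMSO wells and 100% = 60 µM geldanamycin wells; inhibitors lower the luminescence because luciferase stays unfolded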
# GSK3B inh = human GSK3beta kinase inhibitors, primary screen, biochemical, cell-free homogeneous, HTS; Glycogen synthase kinase-3 beta (Homo sapiens), P49841; hit rate 0.038% among 300,000; GST-GSK3beta kinase, ADP-Glo luminescence, 60 min; active compounds read low; activity score (negative = inhibition), % at 10 µM;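 active = more than half of replicate wells score below -50%, meaning over 50% inhibition versus plate controls; inconclusive = some replicates but at most half score below -50%; inactive = no replicate scores below -50%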;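 note: 0% = median DMSO wells and -100% = median GW8510 positive control wells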
# Target sequence (P49841 whole entry, looked up): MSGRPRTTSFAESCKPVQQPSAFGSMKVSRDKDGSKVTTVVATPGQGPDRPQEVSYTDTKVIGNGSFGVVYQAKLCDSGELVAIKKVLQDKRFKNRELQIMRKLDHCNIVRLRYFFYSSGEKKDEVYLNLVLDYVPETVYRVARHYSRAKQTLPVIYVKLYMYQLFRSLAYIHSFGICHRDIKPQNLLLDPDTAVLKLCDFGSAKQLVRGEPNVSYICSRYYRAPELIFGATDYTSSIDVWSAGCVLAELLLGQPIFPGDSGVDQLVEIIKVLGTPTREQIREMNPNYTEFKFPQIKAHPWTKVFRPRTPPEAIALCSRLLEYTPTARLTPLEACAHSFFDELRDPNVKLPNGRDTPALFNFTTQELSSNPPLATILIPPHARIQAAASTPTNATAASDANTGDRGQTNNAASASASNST
#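 Test system: GST-fused GSK3beta enzyme, cell-free | Quantity: 1.6 ng GST-GSK3beta enzyme per well | Reagent: 25 µM ATP with peptide substrate | Schedule: 60 min enzyme reaction, room temperature | Signal: Luminescent ADP-Glo measurement of ADP formed | Read-out basis: Score relative to plate controls | Control set: DMSO and 20 µM GW8510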
# Numbers without * were called inactive; i = inactive; ? = inconclusive; / = no result given. A portion of the library; count on the stated rates, not on these rows.
SMILES,IEC-6 tox,aSyn 5UTR inh,KLF5 inh,HSF1 inhib,PolyA inhibitor,AI-2 QS mod,HSF-1 act,GSK3 alpha inh,HSP90 refold inh,GSK3B inh
O=C(O)Cc1ccc(NC(=O)c2ccc3c(c2)C(=O)N(Cc2ccco2)C3=O)cc1,-4,11,1,-5,i,12,-6,0,-1,1
CCOc1ccc(C(=O)NCC(=O)OCc2ccc(F)cc2Cl)cc1,2,17,-31,-4,i,20,13,-9,0,-1
S=c1nc2ccccc2c2nc(-c3cccnc3)[nH]n12,2,-5,-21,-4,i,18,-7,1,-2,0
O=C(COc1ccc(Cl)cc1)NCCCn1ccnc1,-5,4,-9,-6,i,9,20,-6,-4,0
CC(=O)Nc1ccc(NC(=O)CSc2cn(CC(=O)N3CCOCC3)c3ccccc23)cc1,-5,0,-6,-69*,i,8,-76,0,-2,0
Cn1c(=O)cc(Nc2ccccc2)[nH]c1=O,0,1,-10,3,i,0,16,4,0,-1
CCN(C(=O)COC(=O)c1ccccc1SCC(=O)NC1CCCCCCC1)C1CCS(=O)(=O)C1 (stereo unspecified),0,10,-18,-6,i,20,17,0,-4,1
CC(C)(C)CC(=O)Nc1nnc(SCC(=O)NC2CCCCC2)s1,-1,-5,-22,0,i,-1,12,-1,-1,3
CCOc1ccc(-n2c(=O)c3ccccc3c3ccccc3c2=O)cc1,-17,-18,-15,12,i,4,8,0,-3,1
COc1ccccc1N1C(=O)C2C(C(=O)c3ccccc3)=NN(c3ccc(C)cc3)C2C1=O (stereo unspecified),6,23,-10,-14,i,21,-12,3,3,-5
CCCCN(CC)C(=O)Cn1nc(Cc2ccncc2)c2ccccc2c1=O,-7,4,-21,6,i,14,11,-6,-3,1
CC(=O)Nc1ccc(NC(=O)c2ccc3c(c2)CCN3S(C)(=O)=O)cc1,-5,28,-17,4,i,0,9,0,1,0
O=C(O)CCC(=O)Nc1cccc(C(=O)c2ccccc2)c1,2,12,-34,-7,i,13,-11,-1,0,-6
O=C(NCc1ccccc1)c1ccc(/C=N/O)nc1,-7,-7,-13,-4,i,?,6,-1,2,-3
CC1CN=C2C(C(=O)Nc3ccccc3)=C(O)CC(c3ccccc3)N21 (stereo unspecified),4,-11,13,6,i,1,27,/,-3,2

# Sorted by heavy-atom count (descending): 4 of the compounds above
SMILES,IEC-6 tox,aSyn 5UTR inh,KLF5 inh,HSF1 inhib,PolyA inhibitor,AI-2 QS mod,HSF-1 act,GSK3 alpha inh,HSP90 refold inh,GSK3B inh
CC(=O)Nc1ccc(NC(=O)CSc2cn(CC(=O)N3CCOCC3)c3ccccc23)cc1,-5,0,-6,-69*,i,8,-76,0,-2,0
CCCCN(CC)C(=O)Cn1nc(Cc2ccncc2)c2ccccc2c1=O,-7,4,-21,6,i,14,11,-6,-3,1
CC(C)(C)CC(=O)Nc1nnc(SCC(=O)NC2CCCCC2)s1,-1,-5,-22,0,i,-1,12,-1,-1,3
O=C(O)CCC(=O)Nc1cccc(C(=O)c2ccccc2)c1,2,12,-34,-7,i,13,-11,-1,0,-6

# Next records.
SMILES,IEC-6 tox,aSyn 5UTR inh,KLF5 inh,HSF1 inhib,PolyA inhibitor,AI-2 QS mod,HSF-1 act,GSK3 alpha inh,HSP90 refold inh,GSK3B inh
COCCNC(=S)N(CCCO)Cc1cc2cc3c(cc2[nH]c1=O)OCCO3,4,-3,-11,-2,i,1,2,-4,-1,0
CC(C)Cc1cc(CNC(=O)C2CCC(=O)N(CCc3cccc(F)c3)C2)on1 (stereo unspecified),-6,18,-12,6,i,11,7,0,-5,-2
CC(Sc1ccccc1)C(=O)N1CCN(S(=O)(=O)c2ccc(Cl)cc2)CC1 (stereo unspecified),-3,16,-9,6,i,15,-1,0,4,1
CN(C(=O)c1ccco1)c1nc(-c2ccc(Cl)cc2)cs1,1,-140,-73,14,i,/,30,-1,-4,/
CCOC(=O)/C=C1\CN(C(C)c2ccccc2)S(=O)(=O)c2ccccc21 (stereo unspecified),1,9,2,-4,i,8,-4,-3,-3,-5
O=C(Cn1cc2c(n1)CCCC2)N1CCOCC1,0,16,-2,-7,i,27,-8,0,2,1
COc1cc(C2C(C#N)=C(N)Oc3cc(O)ccc32)cc(OC)c1OC (stereo unspecified),0,58,4,3,i,27,17,-2,-1,-1
CCN(CC)C(=O)CSc1nnc(-c2ccc(S(=O)(=O)NCc3ccccc3Cl)cc2)o1,-2,35,-6,0,i,/,-7,0,3,/
COc1ccc(-c2cn(CCc3c[nH]c4ccccc34)nn2)cc1,12,-1,-9,1,i,-33,8,-5,0,3
COc1cccc(S(=O)(=O)Nc2ccc(C(=O)Nc3ccncc3)cc2)c1,5,16,8,-14,i,13,-23,6,2,0
CCOc1ccc(NC(=S)NNC(=S)Nc2cccc(C(F)(F)F)c2)cc1,-2,-12,-31,-4,i,24,3,-1,0,6
Cc1cccc(C(=O)c2cn[nH]c2-c2ccccc2O)c1,0,29,-12,-10,i,22,5,-2,-2,0
NC(=O)N/N=C/c1cccc(C(F)(F)F)c1,7,34,-18,-12,i,27,-27,-1,3,0
COc1ccc(Cc2nnc(NC(=O)Cn3cnc4c3c(=O)n(C)c(=O)n4C)s2)cc1OC,6,-2,-1,0,i,5,-14,-3,-1,1
CN1CCN(C(CNS(=O)(=O)c2cccs2)c2cccnc2)CC1 (stereo unspecified),-9,-11,-3,-8,i,19,-2,0,7,1

# Of the compounds above, these contain a COOH group.
SMILES,IEC-6 tox,aSyn 5UTR inh,KLF5 inh,HSF1 inhib,PolyA inhibitor,AI-2 QS mod,HSF-1 act,GSK3 alpha inh,HSP90 refold inh,GSK3B inh
O=C(O)Cc1ccc(NC(=O)c2ccc3c(c2)C(=O)N(Cc2ccco2)C3=O)cc1,-4,11,1,-5,i,12,-6,0,-1,1
O=C(O)CCC(=O)Nc1cccc(C(=O)c2ccccc2)c1,2,12,-34,-7,i,13,-11,-1,0,-6

# Next section.
SMILES,IEC-6 tox,aSyn 5UTR inh,KLF5 inh,HSF1 inhib,PolyA inhibitor,AI-2 QS mod,HSF-1 act,GSK3 alpha inh,HSP90 refold inh,GSK3B inh
CSCCC(NC(=O)c1ccccc1Br)C(=O)Nc1ccc(C)cc1 (stereo unspecified),-1,-5,5,2,i,13,-5,-5,1,4
C=CCn1c(SCC(=O)NCC)nnc1-c1cc2c(s1)CCC(CC)C2 (stereo unspecified),-4,-54,-8,19,i,14,30,-3,-1,2
O=C(NCCN1CCOCC1)c1ccc([N+](=O)[O-])cc1[N+](=O)[O-],-3,15,-18,5,i,35,6,2,1,-1
O=C(/C=C/c1ccc(Br)cc1)NC1CCCCCC1,4,-47,-5,9,i,18,17,-2,3,1
CCc1nc(SCC(=O)NCCc2ccc(OC)c(OC)c2)c2c(=O)n(C)c(=O)n(C)c2n1,/,-7,/,-78*,i,26,-83,-2,/,3
COc1ccc2cc(C#N)c(SCC(=O)NNC(=O)Cc3ccccc3)nc2c1,5,-78,2,-6,i,38,-2,-2,2,4
O=C(NCc1cnc2ccccn12)C1CCC(=O)N(Cc2cccc(F)c2)C1 (stereo unspecified),-4,7,-38,-15,i,7,-9,-1,1,1
COc1cccc2cc(C(=O)NCc3ccco3)c(=O)oc12,1,10,0,8,i,13,1,-1,3,0
NC(=O)NCCCC(=O)OCC(=O)c1ccc2ccccc2c1,2,-4,-10,1,i,37,0,-2,-3,-1
COC(=O)/N=C/c1c(NCc2ccccc2)nc2c(C)cccn2c1=O,7,11,4,1,i,13,6,/,-2,-3
CC1(C)CC(O)C(C(O)c2cccc([N+](=O)[O-])c2)C(C)(C)N1 (stereo unspecified),2,13,-6,-6,i,20,-6,-1,-2,-12
Cn1cnnc1SCC(=O)c1ccco1,-4,-7,-1,-6,i,21,21,-3,-1,0
COc1ccc(Cl)cc1NC(=O)CSc1nnc(CNC(=O)c2cccs2)o1,-4,21,-22,-10,i,62,-13,0,-2,/
CCc1ccccc1NC(=S)N(CCN(C)C)C(C)c1ccccn1 (stereo unspecified),7,-23,-8,-3,i,10,4,0,9,1
O=C1OC(CCl)CN1Cc1ccc([N+](=O)[O-])cc1 (stereo unspecified),/,21,/,-6,i,2,-3,-2,/,-2
CCc1ccccc1NC(=O)NNC(=O)CCc1ccc(OC)cc1,-1,23,-44,0,i,9,-3,-1,-3,2
CCOC(=O)/C(C#N)=C1/SC(CCO)C(=O)N1c1ccccc1 (stereo unspecified),-7,-7,-24,3,i,5,4,48,1,-18
COCCN(Cc1ccccc1)C(=O)c1cccc(S(=O)(=O)N2CCN(c3ccc(F)cc3)CC2)c1,/,3,/,-5,i,0,-8,-2,/,0

# Full records, quoted from the list. Values in the order: IEC-6 tox	aSyn 5UTR inh	KLF5 inh	HSF1 inhib	PolyA inhibitor	AI-2 QS mod	HSF-1 act	GSK3 alpha inh	HSP90 refold inh	GSK3B inh
# Results for CCc1nc(SCC(=O)NCCc2ccc(OC)c(OC)c2)c2c(=O)n(C)c(=O)n(C)c2n1 → /	-7	/	-78*	i	26	-83	-2	/	3
# Results for COc1cccc2cc(C(=O)NCc3ccco3)c(=O)oc12 → 1	10	0	8	i	13	1	-1	3	0
# Results for O=C(NCc1cnc2ccccn12)C1CCC(=O)N(Cc2cccc(F)c2)C1 (stereo unspecified) → -4	7	-38	-15	i	7	-9	-1	1	1

# Compound activity deposited in PubChem BioAssay by several laboratories.
